# High-throughput results: PubChem BioAssay, Emory University Molecular Libraries Screening Center
# 14-3-3 PPI – modulators of human 14-3-3 gamma - Raf peptide interaction. P61981. FP, 14-3-3gamma / TMR-pS259-Raf peptide binding. inhibition, % at 40 µM. 160,000 tested, 0.19% active. AID 422; in the data active = inhibition above about 30%;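 also: 0% = protein plus tracer without compound and 100% = blank with tracer alone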
# Target sequence (P61981 whole entry, looked up): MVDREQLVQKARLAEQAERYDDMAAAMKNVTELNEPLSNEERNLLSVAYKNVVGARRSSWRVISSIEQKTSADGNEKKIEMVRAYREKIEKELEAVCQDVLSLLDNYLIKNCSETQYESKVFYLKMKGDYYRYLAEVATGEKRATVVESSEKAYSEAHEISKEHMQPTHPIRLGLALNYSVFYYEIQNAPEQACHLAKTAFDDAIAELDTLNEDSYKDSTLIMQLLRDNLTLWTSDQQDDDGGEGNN
# The depositor's hits bear a star; & = joins results of further samples. The list is partial; rates above refer to the full screens.
SMILES,14-3-3 PPI
CCCCOc1cccc(C(=O)N2CCN(c3ccc([N+](=O)[O-])cc3)CC2)c1,3.0
Cc1ccc(C2CC(C(F)(F)F)n3nc(C(=O)Nc4ccc(C#N)cc4)cc3N2)cc1 (stereo unspecified),2.4
CC1CCC(NC(=O)CN2CCCN(Cc3ccc(F)cc3Cl)C2=O)CC1 (stereo unspecified),-5.2
CC1=C(C(=O)OCCOc2ccccc2)C(c2ccc(F)cc2)C2=C(CC(c3cccs3)CC2=O)N1 (stereo unspecified),-3.7
O=C(CSc1nnc(-c2ccco2)c(-c2ccco2)n1)Nc1cccc(C(=O)O)c1,-21.4
O=C(NCCN1CCOCC1)C(Sc1ccccc1)c1ccccc1 (stereo unspecified),-7.1
Cc1ccc(-c2noc(-c3ccccc3F)n2)cc1,3.0
COc1cc(SC)ccc1C(=O)NCCc1ccc(S(=O)(=O)N2CCCC2)cc1,-0.8
CSc1oc(-c2cccs2)nc1S(=O)(=O)c1ccc(C)cc1,-10.2
CSc1nc(C)cc(SCCO)n1,4.2
O=[N+]([O-])c1ccc(C2=Nn3c(nnc3-c3ccccc3O)SC2)cc1,2.4
O=C(O)CCNC(=O)c1ccccc1,-4.7
COc1ccc(OC)c(CNC(=O)C2CCN(S(=O)(=O)N3CCCC3)CC2)c1,-3.2&-5.6
O=c1c2sc3ccccc3c2[nH]c(=S)n1Cc1cccnc1,-1.1
Cc1ccc(N=C2SC(C(=O)O)CC(=O)N2C)cc1Cl (stereo unspecified),-10.1
COC(=O)c1c(NC(=O)COc2cc(C)cc(C)c2)sc2c1C(C(=O)OC)CC2 (stereo unspecified),-26.1
Cc1cccc(CSC2=NCCN2C(=O)C2CC2)c1,-7.1&1.6
CC1(C)CC(O)(CNCc2ccc(Cl)cc2)CCO1 (stereo unspecified),0.0
CCC(Sc1nc(C)cc(=O)[nH]1)C(=O)Nc1sc2c(c1C#N)CCCC2 (stereo unspecified),5.7&-17.1
O=C(CSc1nnc(Cc2ccccc2)n1-c1ccc(Cl)cc1)N1CCOCC1,10.4
Cc1nc2c(C(=O)NCCC(C)C)cnn2c(C)c1Cc1ccccc1F,8.2
COc1ccc(NC(=O)C2=C(C)Nc3ncnn3C2c2ccc(OC)c(OC)c2OC)cc1 (stereo unspecified),-9.8
COc1ccc(C(=O)Nc2ccc(S(=O)(=O)NCc3ccco3)cc2)cc1OC,-10.6
CCCCOC(C)n1cc(C)c(=O)[nH]c1=O (stereo unspecified),2.5
COc1cc(C(=O)Nc2ccc3oc(-c4ccc(I)cc4)nc3c2)cc(OC)c1OC,-27.1
CCOc1cc(C2C(C(=O)OC(C)C)=C(C)NC3=C2C(=O)CC(C)(C)C3)cc(Br)c1O (stereo unspecified),-1.4
COc1ccccc1CNC(=O)c1c(O)c2cc(OC)c(OC)cc2[nH]c1=O,0.3
COC(=O)CCN1CCC(C(N)=O)CC1,-0.5
CC(=O)N1c2ccc(N)cc2C(C)(c2ccccc2)CC1(C)C (stereo unspecified),-9.9
O=C1NC(=O)C2(CCC(C(=O)O)C2)N1 (stereo unspecified),-1.0
COC(=O)c1ccc(C2Nc3ccc4ncccc4c3C3=C2C(=O)CC(C)(C)C3)cc1 (stereo unspecified),-3.3
Cc1nc(N2CCC(C)CC2)c2c(C)c(C(=O)N3CCN(c4ccccc4)CC3)sc2n1,2.5
Cc1ccc2cc(CN(Cc3cccs3)Cc3nnnn3CC3CCCO3)c(=O)[nH]c2c1 (stereo unspecified),3.2
CCN(c1ccc(C)c(C)c1)S(=O)(=O)c1ccc2c(c1)CC(C)N2C(C)=O (stereo unspecified),-2.1
C=CCNC(=O)CSc1nc(-c2ccco2)cc(C(F)(F)F)n1,4.4
O=C(c1ccc(CN2CCOCC2)cc1)N1CCN(Cc2ccccc2)CC1,-7.8
COc1ccc2c(c1OC)C(=O)N1c3ccccc3SC21 (stereo unspecified),7.0
Cc1cc(C(F)(F)F)n2ncc(C(=O)N3CCCCCC3)c2n1,-3.0
O=C(CSc1n[nH]c(-c2ccc(S(=O)(=O)NC3CCCCC3)cc2)n1)N1CCCC1,1.7
Nc1nc(N)nc(-c2ccccn2)n1,-7.1
Cc1cc(C)c2nc(Nc3nc4ccccc4c(=O)[nH]3)nc(C)c2c1,-9.0
CCN1C(=O)c2cccc3c(N=Cc4ccncc4)ccc1c23,-11.3
C=CCOc1ccc(C=Nc2ccc(OC)cc2)c(O)c1,2.5
COc1ccc2nc(SCC(=O)Nc3ccc4c(c3)OCCO4)[nH]c2c1,-10.4&-4.6
COC(=O)c1sccc1NC(=O)c1ccncc1,-6.9
CCOc1cccc2c1OC1(C)C(C(=O)N(C)C)C2NC(=S)N1c1ccc(Cl)cc1 (stereo unspecified),-8.3
Cc1ccc(-c2cc(C(=O)N3CCCC3)no2)cc1,-9.4
CCOc1ccccc1CN1CCC(N2CCCCCC2)CC1,-10.8
O=C(NC1(C(F)(F)F)NC(=O)N(Cc2cccnc2)C1=O)c1cccs1 (stereo unspecified),-0.3
CC(=O)Nc1ccc(OCC(O)CN2CCN(Cc3ccccc3)CC2)cc1 (stereo unspecified),1.8
# (next part)
SMILES,14-3-3 PPI
CSc1oc(-c2cccs2)nc1S(=O)(=O)c1ccc(Cl)cc1,-66.5
COc1ccc(-c2nnc(-c3ccc(N(C)C)cc3)o2)cc1,-4.7
CC(=O)c1cccc(NC(=O)NCCS(C)=O)c1 (stereo unspecified),9.1
Nc1nc2ccc(C(=O)NC3CCC(C(=O)O)CC3)cc2s1 (stereo unspecified),-0.4
COc1ccc(Br)cc1C1Nc2ccc(Br)cc2-c2nnc(SC)nc2O1 (stereo unspecified),-173.2
Cc1ccc(C(=O)Nc2ccc3c(c2)ncn3C)cc1,3.1
CCn1c2ccccc2c2nnc(SCc3ccccc3)nc21,-2.6
COc1ccc(C2C(C(C)=O)=C(O)C(=O)N2CCN2CCOCC2)cc1OC (stereo unspecified),-0.8
Cc1cc(C(C)(C)C)cc(S(=O)(=O)NCC(=O)O)c1C,-1.6
COC(=O)CSc1nc2c(c(=O)[nH]c(=O)n2C)n1CCC(C)C,-10.1&-2.6
CC(C)(C)C1CCc2c(sc(NC(=O)c3ccccc3Cl)c2C(=O)NCCO)C1 (stereo unspecified),-5.0
Cc1ccccc1OCC(=O)Nc1nc(-c2ccccc2)cs1,-8.2
CCc1ccc(-n2c(=O)c3ccccc3c3ccccc3c2=O)cc1,11.5
CSC(N)=NS(=O)(=O)c1ccc(C)cc1,-1.6
O=C(Sc1nnnn1-c1ccccc1)c1cccc(Cl)c1,2.0
COC(=O)CN1C(c2cc(OC)c(OC)c(OC)c2)Nc2ccc(Br)cc2C1c1ccccc1Cl (stereo unspecified),-6.2
O=c1oc2ccc(Cl)cc2cc1-c1nc(-c2ccc(Br)cc2)cs1,-76.8
Cc1ccc(-c2nc3cc(N=Cc4cc(C)cc([N+](=O)[O-])c4O)ccc3o2)cc1,53.5*
CCCCc1c(C)nn(-c2nnc3c4ccccc4n(C)c3n2)c1C,-108.2
Cc1cc(S(=O)(=O)N2C(C)CCCC2C)ccc1Cl (stereo unspecified),-7.6

# Quoted from the results shown (17 entries):
SMILES,14-3-3 PPI
Nc1nc2ccc(C(=O)NC3CCC(C(=O)O)CC3)cc2s1 (stereo unspecified),-0.4
COc1ccc(Br)cc1C1Nc2ccc(Br)cc2-c2nnc(SC)nc2O1 (stereo unspecified),-173.2
Cc1ccc(C(=O)Nc2ccc3c(c2)ncn3C)cc1,3.1
CCn1c2ccccc2c2nnc(SCc3ccccc3)nc21,-2.6
COc1ccc(C2C(C(C)=O)=C(O)C(=O)N2CCN2CCOCC2)cc1OC (stereo unspecified),-0.8
Cc1cc(C(C)(C)C)cc(S(=O)(=O)NCC(=O)O)c1C,-1.6
COC(=O)CSc1nc2c(c(=O)[nH]c(=O)n2C)n1CCC(C)C,-10.1&-2.6
CC(C)(C)C1CCc2c(sc(NC(=O)c3ccccc3Cl)c2C(=O)NCCO)C1 (stereo unspecified),-5.0
Cc1ccccc1OCC(=O)Nc1nc(-c2ccccc2)cs1,-8.2
CCc1ccc(-n2c(=O)c3ccccc3c3ccccc3c2=O)cc1,11.5
CSC(N)=NS(=O)(=O)c1ccc(C)cc1,-1.6
O=C(Sc1nnnn1-c1ccccc1)c1cccc(Cl)c1,2.0
COC(=O)CN1C(c2cc(OC)c(OC)c(OC)c2)Nc2ccc(Br)cc2C1c1ccccc1Cl (stereo unspecified),-6.2
O=c1oc2ccc(Cl)cc2cc1-c1nc(-c2ccc(Br)cc2)cs1,-76.8
Cc1ccc(-c2nc3cc(N=Cc4cc(C)cc([N+](=O)[O-])c4O)ccc3o2)cc1,53.5*
CCCCc1c(C)nn(-c2nnc3c4ccccc4n(C)c3n2)c1C,-108.2
Cc1cc(S(=O)(=O)N2C(C)CCCC2C)ccc1Cl (stereo unspecified),-7.6

# Further entries
SMILES,14-3-3 PPI
O=C(NC1CCCC1)c1ccc2c(c1)NC(=O)C(N1CCCCC1)S2 (stereo unspecified),-3.4
COc1ccc(-c2cc3nc(C)cc(=O)n3[nH]2)cc1,-15.7
COc1ccc(-c2cc(C(=O)NCc3cnn(C)c3)c3ccccc3n2)cc1OC,-4.0
CCN1CCN(C(=O)c2cc3c(=O)n(C)c4ccccc4c3n2C)CC1,2.7
CCCOc1ccc(/C(O)=C2\C(=O)C(=O)N(c3ccccn3)C2c2ccc(OC)cc2)cc1C (stereo unspecified),-0.7
CCOc1ccc(-c2nnc(N)o2)cc1,0.1
N#Cc1cn(CC(=O)NCCc2c[nH]c3ccccc23)c2ccccc12,1.3
COc1cc(CNc2ccc(N3C(=O)CC(C)C3=O)cc2[N+](=O)[O-])cc(OC)c1 (stereo unspecified),-0.1
CCn1cc(C(=O)Nc2cc(Cl)ccc2OC)c(=O)c2ccc(C)nc21,-1.2
CCN(CC)CCCNc1nc(=O)[nH]nc1C,2.6
Cc1ccc([N+](=O)[O-])cc1-c1[nH]c(-c2ccc(F)cc2)nc1-c1ccccc1,-109.2
CCc1c(O)nc(SCc2ccccc2)n(C(C)CC)c1=O (stereo unspecified),-3.9
COc1ccc2oc(=O)c(-c3csc(N(C(C)=O)c4ccc(F)cc4)n3)cc2c1,3.6
O=[N+]([O-])c1ccc(-c2nc3c4ccccc4nc(SCc4ccc(F)cc4)n3n2)cc1,-4.0
COc1ccc(-c2cc(C(=O)Nc3c(C)nn(Cc4ccccc4Cl)c3C)no2)cc1,1.1
CCC1C(=O)C(C)(C)C(=O)OC1c1cccc([N+](=O)[O-])c1 (stereo unspecified),1.3
CC1CCCC(C)N1CCNC(=O)CCN1C(=O)COc2ccccc21 (stereo unspecified),-3.2
CCc1ccc(NC(=O)NCCCSC2CCCCC2)cc1,-3.4
CCN(CC)C(NC(=O)c1ccccc1)C(=O)c1ccccc1 (stereo unspecified),-17.0
CC1=C(C(=O)Nc2cc(C)ccn2)C(c2cc([N+](=O)[O-])ccc2Cl)C2=C(CC(C)(C)CC2=O)N1 (stereo unspecified),4.0
CN(C)S(=O)(=O)c1ccc(C(=O)Oc2cc(=O)[nH]c3ccccc23)cc1,-7.9
Cc1ccc2c(c1)N(CC(=O)NCCc1ccc(Cl)cc1)C(=O)CO2,-1.6
Cc1ccc(S(=O)(=O)N2CCCC(C(=O)N3CCCCC3)C2)cc1 (stereo unspecified),1.4
Clc1ccc(Nc2ncnc3c2cnn3Cc2ccccc2)cc1,-4.6
COc1ccc2cc3cc(C(=O)NCCCN4CCCCCC4)oc3nc2c1,-141.4
CCOC(=O)c1[nH]c(CSc2nnc(-c3ccc(OC)cc3)o2)c(C(=O)OCC)c1C,-15.3
O=c1c2cc(N3CCOCC3)ccc2[nH]c(=S)n1CCCN1CCCC1,-2.9
CCOc1ccc(NC(=O)C2CC=CCC2C(=O)O)cc1 (stereo unspecified),-1.4
CCOC(=O)N1CCN(C(=O)COc2ccccc2OC)CC1,-6.1
O=C(NCCCN1CCN(c2ccccc2F)CC1)C1CCC(Cn2c(=S)[nH]c3ccccc3c2=O)CC1 (stereo unspecified),-9.5
COc1ccc(-n2c(Cc3cccn3C)nnc2SCC(=O)Nc2cccc(C)c2C)cc1,-0.6
CC1CCN(S(=O)(=O)c2ccc(S(=O)(=O)NCC3COCCO3)cc2)CC1 (stereo unspecified),4.7
CCC(C(=O)NCCN1CCN(C)CC1)n1c(C)c2cnn(-c3ccccc3)c(=O)c2c1C (stereo unspecified),-5.6
Nc1nnc(CCC2CCCCC2)s1,5.1&1.3
COc1cccc(N(CC(=O)NC2CCCC2)C(=O)Cn2nnc(-c3ccc(C)cc3)n2)c1,0.5
COc1cc(NC(=O)c2ccc(Br)o2)ccc1NC(=O)C(C)C,1.2
Cc1ccccc1OCC(=O)Nc1ccc(S(=O)(=O)N2CCc3ccccc32)cc1,-33.3
O=C1CSC(c2ccc(F)cc2)N1c1nnc(C23CC4CC(CC(C4)C2)C3)s1 (stereo unspecified),1.3
O=C(CN1C(=O)COc2ccc(Cl)cc21)NC1CCCCCC1,-7.8
COc1ccc(CCN2C(=O)c3cccc4cccc(c34)C2=O)cc1OC,-8.9
O=c1c(-c2ccc(O)cc2)coc2cc(O)ccc12,-6.4
COc1ccc(Cn2nnc3c(=O)[nH]c(C(=O)NCCc4ccc(F)cc4)nc32)cc1OC,-2.9
O=C(C1CC(=O)N(C2CCCC2)C1)N1CCC(Cc2ccccc2)CC1 (stereo unspecified),-3.7&1.8
CC1CCCC(NC(=O)c2cn(C)c(=O)c3c2c2ccccc2n3C)C1C (stereo unspecified),-5.1
Cc1ccc(-n2c(Cc3cccn3C)nnc2SCC(=O)NC2CCCCC2)cc1,-0.4
CC(=O)OCCn1c(=O)[nH]c(=O)c2nsnc21,-3.9
Cc1cccc(-n2nc3c(c2NC(=O)c2ccccc2I)CS(=O)(=O)C3)c1C,2.4
COc1ccc(OCCCC(=O)Nc2nc3ccccc3s2)cc1,-11.2
O=C(O)C1C2C=CC(C2)C1C(=O)NCc1ccoc1 (stereo unspecified),3.1&0.7
Clc1ccc(N=C(c2ccccc2)C23CN4CN(CN(C4)C2)C3)cc1,3.2
# Additional compounds follow:
SMILES,14-3-3 PPI
C[C@@H](Oc1ccc(Oc2cnc3ccc(Cl)cc3n2)cc1)C(=O)O,3.9
Cc1ccc(NC(=O)CCN2CC(C)OC(C)C2)cc1 (stereo unspecified),0.4
CC(=O)Cc1nsc(NC(=O)C2Cc3ccccc3C(=O)O2)n1 (stereo unspecified),0.5
Cc1ccc(NC(=O)COC(=O)CSc2nc(C)cc(C)n2)cc1,4.5
